TRPML3 ag = activates the human TRPML3 channel. Q8TDD5. 0.29% of 220,000 active. HEK293 TRPML3-YFP, Fluo-8 calcium fluorescence; 100% = the carbachol control signal. activation, % at 3 µM;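 active = activation above its plate's cutoff, the mean activation of the plate's test wells plus 3 SD, cut at about 12% in these data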;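 also: 0% = DMSO only wells and 100% = carbachol wells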
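Test system: HEK293 cells stably carrying human TRPML3-YFP; Doses: single dose, 3 µM final nominal compound, 0.3% DMSO final; Schedule: dye loading 1 h 37 °C then 30 min ambient, 125 s read; Technique: Fluo-8 calcium fluorescence; Benchmarks: high control carbachol 87 µM, low control DMSO.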
MDM2 E3 inh = blocks human Mdm2 ubiquitin ligase activity; signal enhancement, % at 5 µM; cell-based MDM2 ubiquitination luciferase reporter, 2 h; 0 = plate control, 100 = twice control, blank-subtracted; Q00987; 0.11% of 210,000 active;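 active = signal enhancement of 30% or more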;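 also: luminescence tracks abundance of the self-degrading MDM2-luciferase fusion protein; higher signal means inhibition of MDM2 E3 ligase activity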
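Buffer or medium: Cells held in DMEM | Assay system: Stable mammalian line carrying autodegrading MDM2–luciferase fusion reporter | Quantity: 2000 cells/well | Times: 4 h settle plus 2 h compound, 37 °C | Doses: One concentration, 5 µM, with 0.2% DMSO | Technique: Luminescence with SteadyLite reagent, 15 min at room temperature | Benchmarks: Plate controls and plate blanks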
CHOP inhibitor = inhibitors of CHOP induction in ER stress response. CHO-K1 CHOP-promoter luciferase, tunicamycin-induced, 15-18 h. inhibition, % at 10 µM. 3.8% of 220,000 active. AID 2732;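 active = compounds that reduced the stress-induced luciferase reporter signal by more than about 70% of percent inhibition, limit read from the data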;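 also: 0% = tunicamycin plus vehicle and 100% = wells without tunicamycin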
PPC-1+TRAIL kill = PPC-1 cancer cell killing with TRAIL present; PPC-1 cells + TRAIL, ATPLite viability luminescence; cell killing (% activity), % at 4 µM; 0.41% of 220,000 active;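 active = cell killing above 50% in the first pass at 4 µM, then a duplicate retest at 5 µM averaging 50% or more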;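 also: plate controls were cells with TRAIL plus DMSO for no effect and medium-only wells lacking cells for full effect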
EBV gp42 block = inhibitors of Epstein-Barr virus glycoprotein 42 | inhibition, % (tested at 21.74 µM) | Q1HVG2 | Fluorescence polarization binding assay, mP read-out | 0.42% of 220,000 active; in the data active = inhibition above about 50%
TNF death inh = blocks TNF-alpha induced death of Jurkat FADD-/- cells | 0.068% of 220,000 active | Jurkat FADD-/- TNF necroptosis rescue, ATP luminescence, 24 h; 0 = TNF only, 100 = no-TNF cells | activation (protection from cell death), % at 10 µM;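 active = activation, meaning protection from cell death, of at least 50% relative to plate controls; inactive = activation below 50%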;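 also: necroptosis triggered by 40 ng/mL TNF-alpha added together with compound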
Runt-SMMHC FRET = inhibitors of human RUNX1 Runt domain binding to CBFb-SMMHC; 0.74% of 220,000 active; Cerulean-Runt/Venus-CBFb-SMMHC FRET ratio 530/480, 1 h; inhibition, % at 20 µM;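 active = mean inhibition across duplicate retests at 20 µM reaching about 50%, limit read from the data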;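 also: 0% = DMSO wells and 100% = wells with excess untagged CBFb-SMMHC; inhibitors lower the FRET ratio by blocking Runt binding to CBFb-SMMHC; some results filed as inactive read as strong as hits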
Target sequence (Q01196 whole entry, looked up, the tested form may be a part): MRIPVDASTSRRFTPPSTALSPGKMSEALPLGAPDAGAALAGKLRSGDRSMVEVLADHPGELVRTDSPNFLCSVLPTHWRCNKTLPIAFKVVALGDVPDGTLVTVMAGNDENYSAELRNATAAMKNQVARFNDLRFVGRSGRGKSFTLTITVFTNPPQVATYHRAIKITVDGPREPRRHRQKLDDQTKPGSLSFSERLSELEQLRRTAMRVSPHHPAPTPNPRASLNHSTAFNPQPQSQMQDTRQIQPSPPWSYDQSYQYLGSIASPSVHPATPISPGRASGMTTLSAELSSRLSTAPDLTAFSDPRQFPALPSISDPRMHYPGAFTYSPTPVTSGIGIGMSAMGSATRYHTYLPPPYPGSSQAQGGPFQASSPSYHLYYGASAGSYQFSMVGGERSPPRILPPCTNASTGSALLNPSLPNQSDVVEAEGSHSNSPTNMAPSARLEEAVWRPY
Target sequence (Q13951 whole entry, looked up, the tested form may be a part): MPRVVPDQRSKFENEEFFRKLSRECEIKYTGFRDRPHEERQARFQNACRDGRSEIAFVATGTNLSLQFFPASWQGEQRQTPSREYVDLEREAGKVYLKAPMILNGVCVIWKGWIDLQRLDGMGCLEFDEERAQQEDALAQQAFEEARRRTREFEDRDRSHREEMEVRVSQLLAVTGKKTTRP
p47phox inh = blocks human p47phox regulatory protein of NADPH oxidases; P14598; p47phox/p22phox peptide binding, fluorescence polarization, 2 h; inhibition, % at 24.7 µM; 0.53% of 220,000 active;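 active = inhibition above about 30%, limit read from the data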;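 also: 0% = p47phox with labelled peptide and 100% = labelled peptide alone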
Target sequence (P14598 whole entry, looked up): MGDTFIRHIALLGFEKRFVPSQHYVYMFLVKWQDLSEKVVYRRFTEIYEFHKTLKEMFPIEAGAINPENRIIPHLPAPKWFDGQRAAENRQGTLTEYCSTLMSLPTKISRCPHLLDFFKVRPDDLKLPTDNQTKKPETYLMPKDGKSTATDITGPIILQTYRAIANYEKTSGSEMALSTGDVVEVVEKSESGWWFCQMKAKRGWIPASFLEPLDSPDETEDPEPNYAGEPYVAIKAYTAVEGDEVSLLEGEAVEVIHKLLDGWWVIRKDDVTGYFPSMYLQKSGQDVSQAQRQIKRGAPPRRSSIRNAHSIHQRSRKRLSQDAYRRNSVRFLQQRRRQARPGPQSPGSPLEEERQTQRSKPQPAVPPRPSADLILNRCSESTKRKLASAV
zfTRPN1 agonist = zebrafish TRPN1 (NompC) channel agonism; 0.18% of 220,000 active; activation, % at 3 µM; HEK293 zebrafish TRPN1-YFP, Fluo-8 calcium fluorescence; 100% = response to 87 µM carbachol;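 active = activation above its plate's cutoff, the mean activation of test wells on that plate plus 3 SD, cut at about 19% in these data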;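 also: 0% = DMSO alone and 100% = 87 µM carbachol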
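System: zebrafish TRPN1-YFP in HEK293 cells / Dosing: 3 µM single point / Timing: dye loading 1 h at 37 °C, then 30 min room temperature / Signal: Fluo-8 calcium fluorescence, excitation 470-495 nm, emission 515-575 nm / Read-out basis: percent activation from peak over basal fluorescence ratio, control-normalized / Control set: high carbachol 87 µM, low DMSO alone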
* marks the source's active call; other numbers are inactive results; nt = no result given. This is a random part of the collection; overall some 5.9% were active at least once.

SMILES,TRPML3 ag,MDM2 E3 inh,CHOP inhibitor,PPC-1+TRAIL kill,EBV gp42 block,TNF death inh,Runt-SMMHC FRET,p47phox inh,zfTRPN1 agonist
Cc1nc(SCC(=O)c2ccc(F)c(F)c2)[nH]c(=O)c1Oc1ccc(Cl)cc1,-0.2,-9,-5,11,-5,-1.4,-2,-14,0.4
O=C(CNc1ccc2c(c1)OCO2)N/N=C\c1cn(Cc2ccccc2)c2ccccc12,-0.3,2,17,13,-5,-0.3,0,-2,1.4
CCOc1cc2[nH]c(=S)n(CCOC)c(=O)c2cc1OCC,0.2,-3,-8,7,-8,2.6,-4,3,-1.5
CC(C)NC(=O)NS(=O)(=O)c1cnccc1NC1CC2CCC1C2 (centres undefined),0.5,7,13,36,-14,-0.2,0,-6,0.3
COCCN(C(=S)Nc1c(C)cc(C)cc1C)C(C)c1cccnc1 (centres undefined),0.6,-10,18,21,-22,0.5,42,-2,-0.3
COc1ccc(CNCC(O)(c2ccccc2)c2ccccc2)cc1OC,0.4,1,22,8,-1,-0.9,0,-4,-2.3
Brc1ccc2nc(N3CCN(c4ccccc4)CC3)sc2c1,1.0,-19,3,25,-11,1.3,3,-7,1.7
O=c1c2ccccc2[nH]c(=S)n1CCCN1CCOCC1,0.5,-6,1,13,9,1.1,-2,2,-0.6
COc1ccc(-c2nnnn2C)cc1S(=O)(=O)NCc1ccccc1,0.5,-2,-18,10,5,-0.4,0,-1,1.0
CC(C)OCCCNC(=O)c1cc2c(=O)n(C)c3ccccc3c2n1C,0.1,-9,-27,10,-19,0.1,-7,10,0.1
Cc1cc(C)c2ccc(C(=O)O)nc2c1O,-0.1,-11,-1,6,-16,0.8,1,-4,-0.8
Cc1ccc(C)c(NC(=O)c2sc(Cl)nc2C)c1,0.5,11,-7,22,4,-0.3,1,-14,-1.1
Cc1[nH]nc2c1/C(=N\O)CCC2,1.0,-6,-5,8,3,1.1,0,-3,0.9
COc1ccc(C(=O)NN/C(=N/S(=O)(=O)c2ccc(C)cc2)c2ccccc2)cc1,0.7,-27,-13,21,-13,0.6,0,-18,-0.2
O=C(Nc1ccc(-c2cn3ccccc3n2)cc1)c1ccc(Cl)cc1,0.3,-6,-23,23,-25,-1.7,-8,-16,0.6
O=C(NC1CCCCC1)N1CCCC(CNS(=O)(=O)Cc2ccccc2)C1 (centres undefined),0.1,-1,6,32,-11,0.8,0,-7,-1.6
O=C(COC(=O)Cc1ccccc1[N+](=O)[O-])NCC1CCCCC1,0.3,-4,-5,0,1,-0.4,0,-5,-1.6
COc1ccccc1NC(=O)N1CCC(C(=O)c2ccc(F)cc2)CC1,0.1,-13,20,12,-4,0.6,-4,-6,0.8
CCC(=O)N(CCC1(C(C)C)CCOC(C)(C)C1)Cc1ccco1 (centres undefined),0.2,-15,5,-2,-1,-1.3,-66,-20,0.1
Cc1cc(C)cc(OCC(=O)NN2Cc3ccccc3C2=N)c1,0.2,-13,20,-18,-23,-0.2,0,-120,-1.3
COC(=O)c1ccc(NC(=O)CN2C(=O)CCC2=O)cc1,1.1,12,10,29,-6,2.5,2,-6,1.1
COc1ccc(NC(=O)c2cccs2)cn1,0.8,-12,-14,-1,-9,0.5,-1,-5,-1.2
CCCn1cc(SCC(=O)NCc2ccco2)c2ccccc21,-1.5,-23,-17,-8,-15,-1.2,2,-15,-2.9
CCN(CC)c1ccc(/C=N/Nc2nc(C)cc(=O)[nH]2)cc1,0.7,-9,-8,23,-5,-1.8,4,-3,1.6
O=C(COc1ccc(-c2ccccc2)cc1)N/N=C/c1ccccc1Br,0.4,-5,-29,0,-16,-0.9,3,-4,0.4
C=CCn1c(SCC(=O)NCc2ccco2)nc2sc(C)c(C)c2c1=O,-0.3,2,-31,nt,-11,-2.0,nt,-20,0.7
COC(=O)C1SCC2C(=O)N(Cc3ccc(Cl)cc3)CC(=O)N21 (centres undefined),0.5,-9,5,6,0,0.0,0,2,-0.1
COC(=O)c1cn(C(=O)c2ccccc2Cl)c2ccccc12,-0.7,3,15,18,0,-4.3,-1,13,-1.9
COc1cc(NC(=S)NC2CC(C)(C)NC(C)(C)C2)cc(OC)c1,0.6,-4,4,nt,-3,2.0,nt,-10,0.0
C(=N\Nc1nc(N2CCOCC2)nc(N2CCOCC2)n1)/c1ccco1,0.7,-12,6,nt,-9,-1.3,nt,-4,0.5
NC(=O)c1c(NC(=O)CSc2nc(N)cc(=O)[nH]2)sc2c1CCCC2,0.6,-11,15,13,0,-9.0,-9,-15,0.1
COc1ccc(Cl)cc1Nc1nc(C)cc(=O)[nH]1,0.1,-5,49,7,-11,-1.5,-1,-21,0.8
COC(=O)c1cc(=O)n(Cc2ccccc2)c(=NCc2ccccc2)s1,1.3,-12,-10,34,-3,0.1,-10,-1,1.1
CCN(CC)C(=O)C1CCN(c2ncnc3c2cnn3-c2ccc(C)cc2C)CC1,0.7,-4,4,nt,-12,0.9,0,-2,0.5
CCOC(=O)c1cn(-c2ccccc2)nc1-c1cccnc1,0.5,-5,45,8,-9,0.0,-5,-23,1.2
COCCn1c(=O)c2c(nc3n2CCN3c2ccc(C)cc2)n(C)c1=O,0.7,-31,38,11,-16,-6.3,1,-1,-0.7
CCOC(=O)CSc1nc2cc(C(=O)NCc3ccco3)ccc2c(=O)n1C1CCCCC1,-0.7,-15,22,-5,-11,0.0,0,-5,1.0
COc1ccc(Nc2ncccc2C(=O)O)cc1,0.5,-13,-6,12,-5,-0.5,2,1,-0.5
Cc1ccc(NC(=O)COC(=O)c2ccccc2-c2nc3ccccc3s2)c(C)c1,0.4,5,42,4,-7,1.8,0,-9,-1.1
COc1ccc(C2C(C(=O)NCCN(C)C)c3cc(OC)c(OC)cc3C(=O)N2C)cc1OC (centres undefined),1.3,-12,57,32,9,2.4,0,-8,-0.4
CCOC(=O)N1CCN(C(=O)c2ccc3c(=O)n(-c4cc(OC)ccc4OC)c(=S)[nH]c3c2)CC1,1.1,-7,20,17,2,0.4,-2,-3,-1.0
O=S(=O)(c1ccc(Cl)cc1)N1CCN(c2ccc(N3CCOCC3)nn2)CC1,-0.4,-12,11,0,-9,0.0,-45,-3,0.3
Cc1ccc(-n2c(C)cc(/C=N/NC(N)=S)c2C)cc1,-1.3,-7,-4,10,-15,-1.9,5,-21,-2.8
Cc1cc(=O)[nH]c2c1c(C)nn2C(C)(C)C,0.9,-6,10,6,-4,0.0,1,-5,0.6
O=C(Cc1ccccc1)NC(NC(=S)Nc1cc(Cl)ccc1Cl)C(Cl)(Cl)Cl (centres undefined),0.5,-3,63,19,-5,-0.7,1,-28,0.1
NC(=O)COC(=O)CN1C(=O)C2CCCCC2C1=O (centres undefined),1.1,-17,4,20,-12,2.0,3,4,1.9
O=C(CN1CCOCC1)Nc1cccc(C(=O)Nc2cccc(C(F)(F)F)c2)c1,1.0,7,-9,-11,-54,-1.1,18,-8,2.8
CCCOc1ncnc2c1[nH]c1ccc(OC)cc12,0.8,-35,-8,18,-17,-7.0,-5,-1,3.0

Reprinted from the part before: 2 entries, then new ones.
SMILES,TRPML3 ag,MDM2 E3 inh,CHOP inhibitor,PPC-1+TRAIL kill,EBV gp42 block,TNF death inh,Runt-SMMHC FRET,p47phox inh,zfTRPN1 agonist
O=C(CN1CCOCC1)Nc1cccc(C(=O)Nc2cccc(C(F)(F)F)c2)c1,1.0,7,-9,-11,-54,-1.1,18,-8,2.8
CCCOc1ncnc2c1[nH]c1ccc(OC)cc12,0.8,-35,-8,18,-17,-7.0,-5,-1,3.0
CCC1CCCCN1CCCNC(=O)c1cc2c(Cl)nc3ccccc3c2s1 (centres undefined),0.4,-20,3,13,-5,-13,2,15,1.5
CC(=O)Oc1ccc2c(c1)O/C(=C\c1ccncc1)C2=O,4.7,-6,14,2,77*,2.2,-134,-22,7.7
O=C(O)/C=C/C(=O)NCCC1=CCCCC1,-0.4,-14,17,-6,-11,0.4,0,-3,0.3
CCCOC(=O)Nc1ccc(S(=O)(=O)Nc2ncccn2)cc1,1.3,nt,-11,16,19,1.6,2,-7,1.9
Cc1nnc(NC(=O)c2ccc(S(=O)(=O)N3CCCCCC3)cc2)o1,0.2,5,26,-3,-19,0.0,2,-8,0.9
OC1(c2ccc(F)cc2)CCN(Cc2ccccc2)C1 (centres undefined),0.4,-14,20,16,-15,2.3,-4,-13,0.8
CC(C)n1c(O)c(N=NC(=O)c2ccccc2NS(=O)(=O)c2cccs2)c2ccccc21,0.5,-14,11,-2,-9,1.7,-2,-4,1.2
Cc1ccc(S(=O)(=O)NCCCCCC(=O)Nc2nccs2)cc1,0.4,-16,36,-10,-6,1.5,0,-3,0.7
O=C(Nc1ccc2ncccc2c1)c1cc(Cl)ccc1Cl,-0.2,-28,-16,20,-8,2.6,0,1,-0.2
COCCNC(=S)N1CCC(NC(=O)Nc2ccc(C)cc2)CC1,0.7,-3,-1,0,-5,0.0,-1,2,1.5
CCOc1ccc(NC(=O)CC2C(=O)N(c3ccccc3)C(=S)N2Cc2ccccn2)cc1 (centres undefined),0.4,-2,13,18,-4,1.2,-2,-3,0.0
Cc1ccc(O)c(C(=O)c2cc(C(=O)NCCc3ccccc3)c(=O)n(CCc3ccccc3)c2)c1,-0.1,-9,61,16,-62,3.6,6,-74,-2.0
CC(C)NC(=O)c1ccccc1NC(=O)CS(=O)(=O)Cc1ccccc1,0.3,-12,14,29,5,1.0,-9,0,-1.3
CCOc1ccc(NC(=O)CSc2nnc(N)s2)c([N+](=O)[O-])c1,0.6,-12,-7,1,-24,0.3,-2,-4,0.4
CCCCc1c(C)nn(-c2nnc3c4ccccc4n(CC)c3n2)c1C,-0.3,3,105*,9,-15,0.1,-2,-68,-0.5
Cc1ccc2[nH]cc(CCNC(=O)/C=C/c3ccco3)c2c1,0.1,-15,-12,-13,-9,-7.6,2,-13,-0.2
COc1ccc(S(=O)(=O)Nc2nc3ccccc3s2)cc1,-0.3,-12,18,-6,-13,0.6,-6,-11,-1.6
NNc1nnnc2c1sc1nc(N3CCOCC3)c3c(c12)CCCC3,0.5,2,-5,2,-24,-1.6,4,-17,1.5
O=C(O)CCC(=O)N(Cc1ccco1)c1nc(-c2ccccc2)cs1,0.5,-14,19,3,-20,-3.4,-2,-5,-1.1

Screening results from PubChem.
